Pf growth 48h: P. falciparum growth inhibition at 48 hours (one generation); Potency, µM (titrated, usually from 28.7 µM), inactives show at the top dose activity change, negative = inhibition, most hits filed as inhibitors; AID 504832; P. falciparum luciferase growth in erythrocytes, 48 h; hit rate 5.9% among 310,000; note: potency is the fitted concentration of half-maximal effect; % is set by controls: 0 for no effect and ±100 for the full control effect
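Read-out is firefly luciferase luminescence from an integrated reporter in P. falciparum, so falling signal marks reduced parasite growth. Infected erythrocytes were at 2% hematocrit and 0.1% parasitemia (final) in Albumax-supplemented RPMI 1640.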
Shiga toxin inh: blocks Shiga toxin action in Vero cells | Vero cells, Shiga toxin protein synthesis inhibition reporter | inhibition, % at 38.7 µM | hit rate 9.2% among 290,000 | AID 2315; in the data active = inhibition mostly above about 28%, no sharp cut-off; inactive = mostly below about 43%; note: 0% is about no effect
Sm TGR block: blocks Schistosoma mansoni thioredoxin glutathione reductase; purified TGR, DTNB reduction, TNB absorbance 405 nm; Potency, µM (top dose mostly 114 µM), for inactives: at the highest dose activity change, negative = inhibition, hits mostly inhibitors; Q962Y6; hit rate 3% among 360,000; note: potency is the fitted concentration of half-maximal effect; % is set by controls: 0 for no effect and ±100 for the full control effect; nearly all actives have a fitted effect of over 60% in size
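First, TGR (20 nM dispensed) and NADPH were mixed with compound. Second, a 15 min room-temperature incubation followed. Third, further NADPH and then DTNB were added to start the reaction. Finally, TNB absorbance was monitored kinetically.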
CHX counter: counter-screen for Shiga toxin inhibitors: cycloheximide protein synthesis inhibition; cell reporter, cycloheximide protein synthesis inhibition counterscreen; max response, %; hit rate 12% among 300,000; AID 2314; in the data active = max response mostly above about 13%, no sharp cut-off; inactive = mostly below about 14%; note: read at 38.3 µM for the half of the compounds with a filed dose; 0% is about no effect
Giardia FBPA inh: inhibitors of Giardia lamblia fructose-1,6-bisphosphate aldolase; hit rate 0.71% among 290,000; A8B2U2; AID 2451; purified Giardia FBPA; Potency, µM (titrated, usually from 59.6 µM), without a hit: at the top dose activity, negative = inhibition, usual class: inhibitors; note: potency is the fitted concentration of half-maximal effect; % is set by controls: 0 for no effect and ±100 for the full control effect; nearly all actives have a fitted effect of over 55% in size
Target sequence (A8B2U2 whole entry, looked up): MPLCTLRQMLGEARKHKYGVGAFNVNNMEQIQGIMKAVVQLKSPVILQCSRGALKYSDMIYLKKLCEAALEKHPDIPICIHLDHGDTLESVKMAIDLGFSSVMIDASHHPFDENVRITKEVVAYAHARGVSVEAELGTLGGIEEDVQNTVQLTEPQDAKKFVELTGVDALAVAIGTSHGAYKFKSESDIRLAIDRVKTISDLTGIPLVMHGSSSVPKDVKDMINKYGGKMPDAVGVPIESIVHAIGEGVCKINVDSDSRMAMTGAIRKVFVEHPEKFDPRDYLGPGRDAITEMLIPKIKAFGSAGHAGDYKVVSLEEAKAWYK
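Giardia FBPA (40 nM reagent) was preincubated 10 min at RT with compound (up to 57.5 uM final), then substrate plus GAPDH/TPI/NAD/arsenate coupling system with diaphorase/resazurin was added; resorufin fluorescence (525/598 nm) was read after 20 min.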
Pf growth 96h: P. falciparum growth inhibition at 96 hour, primary screen for plastid delayed-death inhibitors; Potency, µM (top dose mostly 28.7 µM), without a hit: top-dose activity change, negative = inhibition, most hits filed as inhibitors; hit rate 6.9% among 320,000; P. falciparum luciferase reporter growth, 96 h; note: potency is the fitted concentration of half-maximal effect; % is set by controls: 0 for no effect and ±100 for the full control effect
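Plates of compound plus infected erythrocytes (2% hematocrit, 0.05% parasitemia final) incubate 96 hours, 37 C, 5% CO2. Detection reagent added; reduced luminescence from the parasites' luciferase reporter flags inhibition.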
An asterisk follows results filed as active; [ ] = remark or other dose. Unless noted, calls come from the whole dose curve; as a rule, active = well fitted curve in the direction sought with a large enough effect; inconclusive = small, poorly fitted or top-dose-only effect, or another doubt; inactive = no such curve, though single readings can be large; an effect the other way counts as inactive or inconclusive.

The opening 3 compounds (preview)
How did CCN(Cc1ccccc1)CC(O)COc1ccccc1 (configuration not stated) do in these assays?
Shiga toxin inh: 27; Sm TGR block: -2%; CHX counter: 10; Giardia FBPA inh: 1%; Pf growth 96h: inconclusive

Results for O=C(Nc1cccc(C2OCCCO2)c1)c1cccs1 ?
Pf growth 48h: 27%; Shiga toxin inh: 34; Sm TGR block: -8%; CHX counter: 9; Giardia FBPA inh: 1%; Pf growth 96h: 26%

What do the screens show for `[O-][N+]12CCN(CC1)c1ccccc12`?
Pf growth 48h: 16%; Shiga toxin inh: -6; Sm TGR block: 18%; CHX counter: 10; Giardia FBPA inh: 3%; Pf growth 96h: 19%

The list itself, from the first entry:
How did CCN(Cc1ccccc1)CC(O)COc1ccccc1 (configuration not stated) do in these assays?
Shiga toxin inh: 27; Sm TGR block: -2%; CHX counter: 10; Giardia FBPA inh: 1%; Pf growth 96h: inconclusive

Results for O=C(Nc1cccc(C2OCCCO2)c1)c1cccs1 ?
Pf growth 48h: 27%; Shiga toxin inh: 34; Sm TGR block: -8%; CHX counter: 9; Giardia FBPA inh: 1%; Pf growth 96h: 26%

What do the screens show for `[O-][N+]12CCN(CC1)c1ccccc12`?
Pf growth 48h: 16%; Shiga toxin inh: -6; Sm TGR block: 18%; CHX counter: 10; Giardia FBPA inh: 3%; Pf growth 96h: 19%

What do the screens show for `CC1CCc2c(sc3ncn4c(SCC(=O)NCc5ccco5)nnc4c23)C1` (configuration not stated)?
Pf growth 48h: 10%; Shiga toxin inh: -8; Sm TGR block: -17%; CHX counter: -2; Giardia FBPA inh: 2%; Pf growth 96h: inconclusive

How did Cn1nc(C(C)(C)C)c([N+](=O)[O-])c1C(=O)Nc1ccccc1 do in these assays?
Pf growth 48h: -8%; Shiga toxin inh: 23; Sm TGR block: -4%; CHX counter: 2; Giardia FBPA inh: -3%; Pf growth 96h: inconclusive

What do the screens show for `COc1ccc(-c2oc3ccc(-c4ccc(OC)nc4)cc3c2C#CC2(O)CCCCC2)cc1`?
Pf growth 48h: inconclusive; Shiga toxin inh: 7; Sm TGR block: -13%; CHX counter: 0; Giardia FBPA inh: 7%; Pf growth 96h: 5.9µM*

What do the screens show for `COc1ccccc1N(CC(=O)NCCc1ccccc1)C(=O)CCC(=O)Nc1cc(C)ccn1`?
Pf growth 48h: -11%; Shiga toxin inh: 1; Sm TGR block: -1%; CHX counter: -6; Giardia FBPA inh: -9%; Pf growth 96h: inconclusive

Results for CCOc1cc(N2CCOCC2)c(OCC)cc1NC(=O)CSc1n[nH]c(N)n1 ?
Pf growth 48h: 0%; Shiga toxin inh: 14; Sm TGR block: 8%; CHX counter: -1; Giardia FBPA inh: -26%; Pf growth 96h: inconclusive

What do the screens show for `Cn1c(CN2CCCC2)nc2cc(NC(=O)COc3ccc(Cl)cc3)ccc21`?
Pf growth 48h: inconclusive; Shiga toxin inh: -1; Sm TGR block: -31%; CHX counter: -3; Giardia FBPA inh: 5%

How did O=C(CSc1nc2cc(Cl)ccc2s1)NC(=O)NCc1ccco1 do in these assays?
Pf growth 48h: 25%; Shiga toxin inh: -6; Sm TGR block: -28%; CHX counter: 1; Giardia FBPA inh: 0%; Pf growth 96h: 30%

How did Nc1nc(N2CCCCC2)nc2ccccc12 do in these assays?
Pf growth 48h: 69%[activator]; Shiga toxin inh: 32; Sm TGR block: -33%; CHX counter: 11; Giardia FBPA inh: -7%; Pf growth 96h: 53%[activator]

What do the screens show for `CCCOc1ccc(C(=O)N2CC3(CC(c4cccc(NC(=O)[C@@H]5CCC(=O)N5)c4)=NO3)C[C@H]2C(=O)NC2(C(N)=O)CC2)cc1` (some centres not stated)?
Pf growth 48h: 19%; Shiga toxin inh: -8; Sm TGR block: 6%; CHX counter: -2; Giardia FBPA inh: 1%; Pf growth 96h: 7%

What do the screens show for `CC(=O)Nc1sc2c(c1C#N)CCCC2`?
Pf growth 48h: 6%; Shiga toxin inh: 1; Sm TGR block: -4%; CHX counter: 4; Giardia FBPA inh: 1%; Pf growth 96h: inconclusive

Results for CCCC(=O)Nc1ccc(S(=O)(=O)N2CCCC2)cc1 ?
Pf growth 48h: 24%; Shiga toxin inh: -21; Sm TGR block: -7%; CHX counter: -5; Giardia FBPA inh: 6%

What do the screens show for `Cc1cccc(NC(=O)C2CCN(C(=O)NC3CCCCC3)CC2)c1`?
Pf growth 48h: -6%; Shiga toxin inh: -14; Sm TGR block: 0%; CHX counter: -6; Giardia FBPA inh: -4%; Pf growth 96h: inconclusive

Results for O=C(O)C1C(c2ccccc2)C(C(=O)Oc2ccc(O)cc2)C1c1ccccc1 (configuration not stated) ?
Pf growth 48h: -29%; Shiga toxin inh: -12; Sm TGR block: inconclusive; CHX counter: 1; Giardia FBPA inh: 9%; Pf growth 96h: -18%

Results for Cc1[nH]n2c(=O)c3c(nc2c1-c1ccccc1)CCCC3 ?
Pf growth 48h: inconclusive; Shiga toxin inh: 26; Sm TGR block: -13%; CHX counter: -3; Giardia FBPA inh: -1%; Pf growth 96h: -13%

Results for NCCCn1c(C(=O)c2ccc(Cl)cc2)c2ccc(C(F)(F)F)cc2[n+]1[O-] ?
Pf growth 48h: 9.3µM*; Sm TGR block: -32%; Pf growth 96h: inconclusive

Results for CN(CCNC(=O)C1CCC(=O)N(Cc2ccc(Cl)cc2)C1)CCc1ccccc1 (configuration not stated) ?
Pf growth 48h: inconclusive; Shiga toxin inh: -9; Sm TGR block: -24%; CHX counter: 4; Giardia FBPA inh: -10%; Pf growth 96h: inconclusive

How did CCOc1ccc(C2C(C(=O)OC)=C(C)N=C3SCCC(=O)N32)cc1OCC (configuration not stated) do in these assays?
Pf growth 48h: 17%; Shiga toxin inh: -16; Sm TGR block: 27%; CHX counter: 1; Giardia FBPA inh: 7%; Pf growth 96h: -6%

What do the screens show for `CC(=O)c1c(C)[nH]c(C(=O)OCC(=O)Nc2nnc(-c3ccccc3)o2)c1C`?
Pf growth 48h: -18%; Sm TGR block: 2%; Pf growth 96h: -10%

Results for Cc1cc(C)c(O)c(-c2n[nH]c3c2C(c2cccc(O)c2)N(Cc2ccco2)C3=O)c1 (configuration not stated) ?
Pf growth 48h: -21%; Shiga toxin inh: 5; Sm TGR block: 7%; CHX counter: 4; Giardia FBPA inh: -14%; Pf growth 96h: -18%

How did O=C(NNS(=O)(=O)c1ccccc1)C1CCN(S(=O)(=O)c2ccccc2)CC1 do in these assays?
Pf growth 48h: 22%; Shiga toxin inh: -7; Sm TGR block: -1%; CHX counter: 3; Giardia FBPA inh: 0%; Pf growth 96h: 43%[activator]

How did COc1ccc(OC)c(NP(=O)(Oc2ccccc2)Oc2ccccc2)c1 do in these assays?
Pf growth 48h: 13%[0.00184 µM]; Shiga toxin inh: -10; Sm TGR block: 7%; CHX counter: -3; Giardia FBPA inh: 8%; Pf growth 96h: inconclusive

How did COc1ccc(S(=O)(=O)NCC(=O)Nc2ccc(F)cc2)cc1 do in these assays?
Pf growth 48h: -17%; Sm TGR block: -1%; Pf growth 96h: inconclusive

What do the screens show for `CC(=O)Nc1nc2c(s1)CCc1ccccc1-2`?
Pf growth 48h: 67%[activator]; Shiga toxin inh: 47; Sm TGR block: 6%; CHX counter: 17; Giardia FBPA inh: -9%; Pf growth 96h: 62%[activator]

How did CCOC(=O)c1c(C)n(C(=O)c2ccco2)c(=O)n1C(=O)c1ccco1 do in these assays?
Pf growth 48h: 18%; Shiga toxin inh: -6; Sm TGR block: 35µM*; CHX counter: -2; Giardia FBPA inh: -11%; Pf growth 96h: 17%

How did Cc1cc(C)cc(NC(=O)N2CCC(c3nc4ccccc4o3)CC2)c1 do in these assays?
Pf growth 48h: -4%; Shiga toxin inh: -17; Sm TGR block: -6%; CHX counter: -3; Giardia FBPA inh: 3%; Pf growth 96h: inconclusive

How did O=C(N=Nc1c(O)[nH]c2ccc(Cl)cc12)c1cc(-c2cccs2)nc2ccccc12 do in these assays?
Pf growth 48h: 41%[activator]; Shiga toxin inh: 11; Sm TGR block: 0%; CHX counter: -3; Giardia FBPA inh: -3%; Pf growth 96h: -15%

Results for CCN(c1cccc(C)c1)S(=O)(=O)c1ccc(OC)c([N+](=O)[O-])c1 ?
Pf growth 48h: inconclusive; Shiga toxin inh: 16; Sm TGR block: -23%; CHX counter: -8; Giardia FBPA inh: -2%; Pf growth 96h: -27%

How did CC(C)CCCC(C)NS(=O)(=O)Cc1ccccc1 (configuration not stated) do in these assays?
Pf growth 48h: -8%; Shiga toxin inh: 33; Sm TGR block: 3%; CHX counter: -2; Giardia FBPA inh: 7%

What do the screens show for `Cc1cccc(C)c1NC1=NC2(CCCCC2)N=C(N)N1`?
Pf growth 48h: inconclusive; Shiga toxin inh: -10; Sm TGR block: 0%; CHX counter: -4; Giardia FBPA inh: -12%; Pf growth 96h: 95%[activator]

How did CCC(NC(=O)c1ccccc1NC(=O)c1ccco1)C(=O)NNC(=O)c1ccncc1 (configuration not stated) do in these assays?
Pf growth 48h: inconclusive; Shiga toxin inh: 13; Sm TGR block: -3%; CHX counter: 5; Giardia FBPA inh: 4%; Pf growth 96h: inconclusive

How did CCOCCCN1CN(Cc2ccccc2)CNC1=S do in these assays?
Pf growth 48h: 4%; Shiga toxin inh: -11; Sm TGR block: -11%; CHX counter: -2; Giardia FBPA inh: -6%; Pf growth 96h: inconclusive

How did Cc1cccc(-c2cc(C(=O)N3CCCc4ccccc43)c3ccccc3n2)c1 do in these assays?
Pf growth 48h: 8.3µM*; Shiga toxin inh: 7; Sm TGR block: -1%; CHX counter: 22*; Giardia FBPA inh: 5%; Pf growth 96h: inconclusive

How did Nc1c(-c2ccccc2)cnn1-c1cccc(Cl)c1 do in these assays?
Pf growth 48h: 217%[activator]; Shiga toxin inh: 82*; Sm TGR block: 24%; CHX counter: 51*; Giardia FBPA inh: 1%; Pf growth 96h: 381%[activator]

Results for CCCN1C(=O)C(O)(C2CC(=O)CC(C)(C)O2)c2ccccc21 (configuration not stated) ?
Pf growth 48h: -11%; Shiga toxin inh: -4; Sm TGR block: 1%; CHX counter: -3; Giardia FBPA inh: 2%; Pf growth 96h: 2%

What do the screens show for `N#C/C(=C(/O)c1cccc(F)c1)c1nc2ccccc2s1`?
Pf growth 48h: 67%[activator]; Shiga toxin inh: 8; Sm TGR block: -21%; CHX counter: 12*; Giardia FBPA inh: -15%; Pf growth 96h: 111%[activator]

What do the screens show for `COc1ccccc1CN1CCNC(=O)C1CC(=O)NCCC1=CCCCC1` (configuration not stated)?
Pf growth 48h: inconclusive; Shiga toxin inh: -5; Sm TGR block: inconclusive; CHX counter: -1; Giardia FBPA inh: -17%; Pf growth 96h: inconclusive

What do the screens show for `O=C(Nc1nccs1)C1CC2CCC1C2` (configuration not stated)?
Pf growth 48h: -41%; Shiga toxin inh: 33; Sm TGR block: -1%; CHX counter: 5; Giardia FBPA inh: 0%; Pf growth 96h: -17%

Results for COc1cc(C(=O)Nc2ccc(N3CCN(C(=O)c4ccc(C)cc4)CC3)cc2)cc(OC)c1OC ?
Pf growth 48h: 24%; Shiga toxin inh: -16; Sm TGR block: -2%; CHX counter: -2; Pf growth 96h: -18%

Results for Cc1cccc(CNCCc2c[nH]c3ccccc23)c1 ?
Pf growth 48h: inconclusive; Shiga toxin inh: -16; Sm TGR block: inconclusive; CHX counter: -6; Giardia FBPA inh: -5%; Pf growth 96h: inconclusive

What do the screens show for `O=C(/C=C/c1ccco1)OCC1CCCN2CCCCC12` (configuration not stated)?
Pf growth 48h: 10%; Shiga toxin inh: -10; Sm TGR block: inconclusive; CHX counter: 5; Giardia FBPA inh: 2%; Pf growth 96h: 36%[activator]

Source: PubChem BioAssay
